# Source: PubChem (several laboratories)
# Measles CPE: compounds protecting cells from measles virus cytopathic effect, primary screen, measles RdRp inhibitor project, single point, MLSMR library, absorbance; AID 841, 2007; Measles virus-infected cells, CPE protection; protection (pct of control), % at 4 µM; 140,000 tested, 1.5% active; in the data active means protection mostly above about 24%, no sharp cut-off; inactive means mostly below about 26%; further: some compounds called inactive have numbers as strong as hits
# MRP1 act: H69AR viability gain despite doxorubicin, primary screen, MRP-1 activator project, H69AR cells, CellTiter-Glo; viability increase, % at 10 µM; viability rescue; 140,000 tested, 0.61% active;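 active means viability gain under doxorubicin at or above a set limit, the compound median plus 3 SD, cut at about 4.7% in these data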;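 further: MRP-1 overexpressing cells given doxorubicin 25 µM after compound pretreatment; 18-22 h compound pretreatment then 72 h with doxorubicin before readout; 0% = doxorubicin-only wells and 100% = vehicle-treated cells without doxorubicin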
# Phagocytosis inh: inhibitors of macrophage phagocytosis, primary screen, imaging, J774A.1 cells, IgG beads. J774A.1 macrophage IgG-bead phagocytosis. inhibition, % at 5 µM. AID 1029, 2008. 110,000 tested, 0.07% active;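 active means inhibition above the mean of the plate negative controls plus 5 SD, cut at about 13% in these data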;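 further: phagocytic index as fraction of beads internalized from green versus red external bead signal; plate controls were DMSO negative control for no effect and cytochalasin-D positive control for full effect; some results beyond the cut were filed as inactive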
# NPY Y2 blocker: NPY-Y2 receptor antagonists, primary screen, cell-based; Neuropeptide Y receptor type 2 (Homo sapiens), P49146; NPY-Y2 expressing cells, antagonist mode; inhibition, % at 2.7 µM; 140,000 tested, 0.99% active; in the data active means inhibition above about 17%;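 further: 0% = vehicle with agonist challenge and 100% = reference antagonist with challenge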
# Target sequence (P49146 whole entry, looked up): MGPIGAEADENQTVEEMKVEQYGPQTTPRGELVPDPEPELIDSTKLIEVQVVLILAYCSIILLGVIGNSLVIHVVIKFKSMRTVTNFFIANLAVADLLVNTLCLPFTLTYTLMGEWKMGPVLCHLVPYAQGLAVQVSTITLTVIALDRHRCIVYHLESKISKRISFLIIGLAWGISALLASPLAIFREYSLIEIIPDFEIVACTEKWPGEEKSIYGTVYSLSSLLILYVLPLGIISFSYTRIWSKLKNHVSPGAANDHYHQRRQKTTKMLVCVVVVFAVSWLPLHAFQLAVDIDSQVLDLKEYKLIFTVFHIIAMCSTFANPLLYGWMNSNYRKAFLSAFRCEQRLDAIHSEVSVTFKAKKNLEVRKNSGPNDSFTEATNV
# Yeast growth inh: growth inhibitors of yeast BB579 in restrictive medium, primary screen, yeast lifespan-shortening project, S. cerevisiae | OD615, 48 h | inhibition, % at 10 µM | 140,000 tested, 0.51% active | AID 804, 2007;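 active means inhibition above a set limit, 3 SD over the mean compound inhibition, cut at about 44% in these data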; further: inactives centre near -24
#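 Test system: Saccharomyces cerevisiae DeaD strain BB579, replicative lifespan model yeast | Buffer or medium: Restrictive CSMM-D medium | Doses: One dose, 10 µM compound with 0.25% DMSO | Incubation: 48 h exposure, 30 °C | Detection: Culture absorbance at 615 nm | Control set: Amphotericin B at 10 µg/mL as positive control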
# PTEN del growth: growth suppression of PTEN-null HCT116, primary screen, cell-based, CellTiter-Glo | HCT116 PTEN-null viability, 60 h; active compounds read low | viability, % at 10 µM | 140,000 tested, 1.2% active | AID 827, 2007;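 active means viability at or below a set limit, 4 SD under the median of all tested compounds, cut at about 3.7% in these data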;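 further: PTEN knockout HCT116 line with beta catenin targeted HCT116 as companion control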
# bCat KO growth: primary screen for growth suppressors in beta-catenin knockout HCT116 cells (colon tumor, human). HCT116 beta-catenin knockout viability, CellTiter-Glo, 60 h; active compounds read low. viability, % at 10 µM. 140,000 tested, 1.5% active;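 active means viability at or under a set limit, the compound median less 4 SD, cut at about 6% in these data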;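 further: 0% = Hyamine 1622 control at 20 µM and 100% = untreated cell control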
# E-sel TNF inh: E-selectin induction blockers in HUVEC – imaging, immunofluorescence, high content, primary screen; inhibition, % at 2 µM; HUVEC TNFa-induced E-selectin immunofluorescence; 120,000 tested, 0.71% active; AID 1246, 2008;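 active means inhibition above the batch mean plus 3 SD, and confirmed as a hit on visual image review, cut at about 43% in these data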;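 further: 0% = TNF-stimulated DMSO wells and 100% = unstimulated control wells; not every result past the cut was called active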
# Yeast lifespan up: compounds extending yeast replicative lifespan, primary screen, S. cerevisiae, OD615; 130,000 tested, 0.68% active; S. cerevisiae growth with nicotinamide; deaD strain in restrictive glucose medium; inhibition of the nicotinamide effect, % at 10 µM;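 active means inhibition above a set limit, placed 3 SD over the median of all compounds, cut at about 26% in these data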;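 further: 0% = nicotinamide-treated wells and 100% = cells grown without nicotinamide; some compounds called inactive have numbers as strong as hits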
#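 assay system = DeaD-strain S. cerevisiae | measured by = absorbance at 615 nm | probe or stimulus = nicotinamide 1.5 mM | buffer or medium = CSMM-D glucose medium, restrictive | times = 48 h at 30 °C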
# GALR2 blocker: GALR2 antagonists in receptor-expressing cells, primary screen | Galanin receptor type 2 (Homo sapiens), O43603 | antagonist mode | inhibition, % at 4 µM | 140,000 tested, 0.39% active; in the data active means inhibition above about 27%;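 further: cells stimulated with galanin 1-16 at roughly its EC80; 0% = agonist challenge control and 100% = basal control without agonist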
# Target sequence (O43603 whole entry, looked up): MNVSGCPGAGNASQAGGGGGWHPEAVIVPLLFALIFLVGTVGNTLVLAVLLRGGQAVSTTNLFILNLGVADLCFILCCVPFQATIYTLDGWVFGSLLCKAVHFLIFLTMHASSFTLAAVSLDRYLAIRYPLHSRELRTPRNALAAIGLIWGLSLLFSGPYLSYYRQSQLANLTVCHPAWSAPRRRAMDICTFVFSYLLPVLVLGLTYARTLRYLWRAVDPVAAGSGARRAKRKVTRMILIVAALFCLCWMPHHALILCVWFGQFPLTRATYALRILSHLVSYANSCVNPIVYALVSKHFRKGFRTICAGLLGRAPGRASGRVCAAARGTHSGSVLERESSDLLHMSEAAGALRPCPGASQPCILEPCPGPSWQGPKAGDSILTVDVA
# Numbers without * were called inactive; / = no result given.
SMILES,Measles CPE,MRP1 act,Phagocytosis inh,NPY Y2 blocker,Yeast growth inh,PTEN del growth,bCat KO growth,E-sel TNF inh,Yeast lifespan up,GALR2 blocker
O=C(CN1C(=O)C2CC=CCC2C1=O)NCc1ccc2c(c1)OCO2 (centres undefined),10,-0.9,-2,3,-13,90,95,-9,-3,6
CC(=O)c1nc(N2C(=O)CC(Cc3cc(C)cc(C)c3)C2=O)sc1C (centres undefined),26,-0.6,-3,2,-18,110,100,-8,2,-4
O=C(O)CC(C(=O)O)c1cn(Cc2ccccc2)c2ccccc12 (centres undefined),5,-2.7,0,0,-25,79,83,/,-19,2
O=C(COC(=O)CCC1CCCC1)Nc1ccccc1Sc1ccccc1,15,-0.6,-5,4,2,103,98,/,-1,-1
Cc1cc(-c2ccc(F)cc2)nc2cc(C(N)=O)nn12,5,-4.3,0,2,-50,81,93,4,-14,-5
CCOC(=O)N1CCN(C2CC(=O)N(c3ccc(F)cc3)C2=O)CC1 (centres undefined),3,0.7,1,1,-50,103,94,-14,-4,4
CC(=O)Nc1ccc(S(=O)(=O)N[C@@H](C)C(=O)Nc2ccc(N3CCOCC3)cc2)cc1,23,0.1,-4,5,8,96,101,-7,-8,0
Cc1ccnc(SCC(=O)n2c3c(c4ccccc42)CC(C)CC3)n1 (centres undefined),3,-1.1,-4,1,-51,87,77,-28,1,-9
S=C(Nc1ccc(Cl)cc1)c1nc2ccccc2s1,7,-0.6,-5,1,-67,79,78,-52,7,-6
Cc1ncc([N+](=O)[O-])n1CCO,20,-1.3,/,1,-35,95,103,/,4,2
CC1CCc2cc(F)ccc2N1C(=O)c1cnc2sccn2c1=O (centres undefined),8,-2.3,0,2,-33,106,99,/,-4,0
CC(=O)c1cccc(S(=O)(=O)N2CCC(n3nnc4cc(F)ccc43)CC2)c1,30,-2.3,0,3,-6,97,92,2,-18,-3
CCOc1cc(C(=O)NC)cc(OCC)c1OCC,5,-1.1,1,-1,-3,85,101,-16,-9,7
O=C(c1ccccc1)N1CCN(C(=O)c2ccc([N+](=O)[O-])cc2)CC1,9,-2.2,-3,2,-31,91,93,-10,1,2
O=C(CSc1ncnc2c1oc1ccccc12)NCc1ccco1,4,-4.2,1,4,-5,95,92,6,/,6
O=C(O)CC(Cn1cnnn1)c1ccccc1 (centres undefined),21,-0.8,1,1,-29,96,100,/,-5,8
O=C(c1ccccc1)c1cc[n+]([O-])cc1,16,-1.6,/,-2,-8,104,84,3,/,6
CCCOc1ccc(NC(=O)CC2C(=O)N(CC)C(=S)N2CCNC(C)=O)cc1 (centres undefined),13,-1.5,-4,0,-50,82,90,7,2,1
C=CCN(C(=O)Cn1c(C(=O)OC)cc2oc(C)cc21)c1ccccc1,4,-1.7,2,4,5,92,93,26,-16,-18
Cc1ccc(-n2c(SCC(=O)NC3CCCCC3)nc3c(c2=O)SCC3)cc1,7,1.3,0,7,-67,84,94,13,2,2
COC(=O)c1sc2nc(N3CCCCC3)c3c(c2c1N)CCCC3,5,2.4,0,1,-21,87,94,13,-12,10
CCCC(=O)Nc1c(-c2cccs2)c(=O)c2ccccc2n1CC,1,-2.7,-5,-2,6,83,73,-3,-10,14
O=C(c1ccc2nc(N3CCCCC3)sc2c1)N1CCN(Cc2ccc3c(c2)OCO3)CC1,5,-3.0,0,3,4,63,60,10,-11,-5
CCC(C)NS(=O)(=O)c1ccc(OCC(=O)NCc2ccc3c(c2)OCO3)cc1 (centres undefined),0,0.6,-2,5,-18,102,92,3,-6,5
COc1ccc(C(=O)NCc2cn3cccc(C)c3n2)cc1OC,15,-1.4,0,2,-19,93,80,/,-7,-2
COC(=O)c1sc2ccccc2c1-n1cccc1C(=O)C(=O)Nc1ccc(Cl)cc1,15,1.1,/,-3,-35,62,63,7,-7,4
Cc1cccc(/C(N)=N/OC(=O)COc2ccc(Cl)c(C)c2)c1,23*,0.3,6,11,-29,94,88,-8,2,-2
OC1CCCN(Cc2ccc3ccc4cccc5ccc2c3c45)C1 (centres undefined),2,-5.4,/,11,-4,2.2*,1.3*,0,-31,2
C=CCNC(=O)NC(=O)COC(=O)c1ccccc1Sc1ccc(C(F)(F)F)cc1[N+](=O)[O-],26,-2.2,3,1,-28,96,78,/,-3,-24
O=C(c1ccccc1)c1ccc(OCCCN2CCCC2)cc1,16,-2.0,-8,2,2,94,83,/,1,9
O=C(CNc1cccc2ccccc12)N/N=C/c1ccc(C(=O)O)cc1,15,-0.2,-5,3,-19,95,98,/,-4,5
COc1ccc(S(=O)(=O)NCCSCc2cccs2)cc1,11,-0.7,1,6,-36,97,101,4,0,-7
COc1ccc(C2=C(C=Nc3c(C)n(C)n(-c4ccccc4)c3=O)C(c3ccccc3C)c3ccccc3O2)cc1OC (centres undefined),9,-0.1,/,-1,-77,86,85,9,-8,10
CCC(=O)Nc1ccc(-c2csc(C)n2)cc1,11,1.8,/,-2,-41,101,94,11,-6,-9
Cc1cc(C)n(-c2nc3nonc3nc2-n2nc(C)cc2C)n1,6,-0.6,-1,0,-6,99,103,-26,-10,0
CONC(=O)C1CCN(C(=O)OCc2ccccc2)CC1,8,0.2,0,3,-51,106,103,-19,-12,-9
CNC(=O)c1c(NC(NC(=O)c2ccco2)C(=O)c2ccc(Cl)cc2)sc2c1CCCC2 (centres undefined),15,-2.4,/,0,-44,82,83,7,-11,-8
Cc1cc(=O)n2nc(N3CCC(C(=O)N4CCN(C)CC4)CC3)sc2n1,5,-1.8,-2,0,-16,95,112,/,-17,16
O=C(Cn1nnc(-c2ccccc2Cl)n1)NCc1ccc2c(c1)OCO2,2,1.1,0,8,-66,119,98,/,1,-14
O=C(O)CSc1nc2ccccc2o1,20,-0.2,1,7,-42,101,96,-4,7,-10
Cc1ccc(C(=O)N2CCN(c3ccc([N+](=O)[O-])c(NCc4cccnc4)c3)CC2)cc1,4,-2.2,/,0,-42,65,66,/,-1,-2
COc1ccc(N(CC(=O)NCc2ccccc2OC)S(=O)(=O)c2c(C)nn(C)c2C)cc1,7,-1.0,-1,1,26,97,98,/,-15,-1
CCN(C(=O)c1cc2cc(OC)ccc2oc1=O)c1ccccc1,10,-3.0,-1,11,-45,109,110,-11,-17,5
COCCNC(=O)CC(c1ccccc1)c1ccccc1,11,-1.0,-1,1,3,92,98,-4,-14,-1
Cn1c(C(=O)OC(C(=O)NC2CCCC2)c2cccnc2)cc2sccc21 (centres undefined),5,-1.8,/,1,-31,70,74,-12,-4,0

# A draw from above in order of heavy-atom count, ascending.
SMILES,Measles CPE,MRP1 act,Phagocytosis inh,NPY Y2 blocker,Yeast growth inh,PTEN del growth,bCat KO growth,E-sel TNF inh,Yeast lifespan up,GALR2 blocker
O=C(O)CSc1nc2ccccc2o1,20,-0.2,1,7,-42,101,96,-4,7,-10
CCC(=O)Nc1ccc(-c2csc(C)n2)cc1,11,1.8,/,-2,-41,101,94,11,-6,-9
COc1ccc(S(=O)(=O)NCCSCc2cccs2)cc1,11,-0.7,1,6,-36,97,101,4,0,-7
Cc1cc(C)n(-c2nc3nonc3nc2-n2nc(C)cc2C)n1,6,-0.6,-1,0,-6,99,103,-26,-10,0
O=C(CNc1cccc2ccccc12)N/N=C/c1ccc(C(=O)O)cc1,15,-0.2,-5,3,-19,95,98,/,-4,5

# More results:
SMILES,Measles CPE,MRP1 act,Phagocytosis inh,NPY Y2 blocker,Yeast growth inh,PTEN del growth,bCat KO growth,E-sel TNF inh,Yeast lifespan up,GALR2 blocker
CCS(=O)(=O)N1CCCC(C(=O)NCCc2ccccc2)C1 (centres undefined),13,0.1,/,4,-39,70,58,19,-10,-5
Cc1cc(C)cc(NC(=O)CCCSc2nc3ccccc3[nH]2)c1,2,-2.3,-5,0,-50,95,97,2,10,-5
Cc1sc(=NC(=O)c2ccco2)n(C)c1-c1ccc(F)cc1,6,-0.2,/,2,-28,102,100,4,-5,-8
COc1ccc(N2CCN(c3ccc(NC(=O)C4CCCCC4)cc3C#N)CC2)cc1,6,-1.5,-5,-1,-24,96,96,-4,-3,-11
COc1ccc(S(=O)(=O)Nc2ccccc2C(=O)NC(C)C)cc1OC,5,-0.1,0,1,-33,98,95,-1,-7,20
COc1ccc(S(=O)(=O)N2CCOC2CNC(=O)C(=O)NCCCn2ccnc2)cc1OC (centres undefined),19,-1.3,/,1,-18,107,103,-21,2,2
Clc1ccc(N/N=C/c2cccnc2)cc1,4,-3.2,-1,0,66*,36,37,/,-7,14
Cc1nc(-c2cccc(NC(=O)c3cc4cc(Br)ccc4oc3=O)c2)cs1,32,0.9,/,-1,-36,67,72,-2,-9,-9
CCOC(=O)C(C)Oc1cccc2c(=O)n(CC(=O)N3CCN(C(=O)OCC)CC3)ccc12 (centres undefined),7,-2.1,0,3,0,92,79,/,-4,-2
CCOc1ccccc1C(=O)NC1CC2CCCC(C1)N2Cc1ccccc1 (centres undefined),3,-2.9,/,3,-31,87,81,6,/,-3
CC(C)=CC(=O)OCC(=O)Nc1cccc([N+](=O)[O-])c1,6,2.4,-5,3,-20,96,89,/,-2,7
O=P(COCCOCP(=O)(c1ccccc1)c1ccccc1)(c1ccccc1)c1ccccc1,12,-1.4,0,4,-11,94,103,-17,-13,-2
CC(NC(=O)c1ccccc1)c1nc2ccccc2n1Cc1ccccc1F (centres undefined),4,-2.4,/,3,-39,66,76,14,-15,5
CC12CN3CC(C)(CN(C1)C3c1ccc(Br)cc1O)C2 (centres undefined),2,-1.5,0,1,-44,116,107,-14,33*,9
CCCCCOc1ccc(N2C(=O)CC(N(O)c3ccccc3)C2=O)cc1 (centres undefined),6,-2.7,0,0,-23,79,86,2,-16,-4
Cc1cc(C)nc(SCCC(=O)N2CCOCC2)n1,10,-2.3,/,5,-26,98,100,-1,-1,12
O=C(O)C1C2C=CC(C2)C1C(=O)Nc1nccs1 (centres undefined),5,-1.4,/,3,-13,96,98,20,-2,-2
CCOC(=O)c1c(NC(=O)CC2Nc3ccccc3NC2=O)sc(C)c1C (centres undefined),20,-1.2,0,0,-33,15,12,-8,0,-4
Cn1cccc1Cc1nnc(SCC(=O)Nc2ccc3c(c2)OCO3)n1-c1ccc(F)cc1,25,-3.5,0,1,-30,96,88,-20,-4,13
Cc1ccc(NC(=O)COC(=O)c2ccccc2Nc2ccccc2)cc1,8,0.1,3,0,-45,96,84,/,2,-3
Clc1ccc(OCCN2CCCCC2)c(Cl)c1,17,-3.5,/,5,-27,91,98,3,12,1
COc1ccc(N(CC(=O)N2CCCCC2)S(=O)(=O)c2ccccc2)c(OC)c1,8,-3.3,-1,2,-10,99,102,-7,-9,6

# Rows are unselected; any-hit rate near 6.3%.
